NCOA3 inh – inhibitors of human steroid receptor coactivator 3 (SRC3); HEK293 GAL4-SRC3 luciferase reporter, luminescence; inhibition, % at 3.6 µM; actives 0.17% (n = 360,000); AID 588352;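 active = inhibition above a per-campaign cutoff, the mean of all compounds plus 3 SD, cut at about 60% in these data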;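 also: 0% = DMSO-treated cells and 100% = gossypol-treated cells at 36 µM; higher means less SRC3-driven luciferase light from the GAL4 reporter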
COUP-TFII inh – NR2F2 (human) inhibition, primary screen | actives 0.7% (n = 370,000) | inhibition, % at 8.6 µM | P24468 | AID 686940 | HEK293T NGFI-A luciferase reporter, luminescence;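 active = inhibition above a per-plate cutoff, mean inhibition of test wells between control levels plus 3 SD, cut at about 38% in these data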;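 also: cells cotransfected with COUP-TFII expression vector driving the NGFI-A reporter; 0% = median of COUP-TF2 test wells and 100% = reporter-only cells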
ABHD5-PLIN5 inh – blocks binding of human ABHD5 to perilipin-5 | Q00G26+Q8WTS1 | Split G. princeps luciferase complementation, luminescence, 4 h | inhibition, % at 4 µM | actives 0.78% (n = 360,000);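 active = inhibition above the mean inhibition across every tested compound plus 3 SD, cut at about 22% in these data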;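 also: 0% = DMSO only wells and the 100% control is not disclosed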
TROY NFkB inh – blocks TROY-dependent signaling in reporter cells; Q293 LMP1-TROYcd NF-kB luciferase reporter, 4 h; inhibition, % at 10 µM; actives 0.98% (n = 360,000);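 active = compounds whose plate-normalised and pattern-corrected inhibition of the luciferase reporter signal at the single screening dose is 50% or more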
NR5A2 inv ag – inverse agonists of human LRH-1 (NR5A2). O00482. HEK293T StAR-luciferase reporter, LRH-1 transfected, 24 h. inhibition, % at 3.6 µM. actives 0.13% (n = 360,000). AID 602396;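 active = inhibition above the mean inhibition of all tested compounds plus 3 SD, cut at about 73% in these data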;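 also: 0% = DMSO wells and 100% = reporter-only cells lacking LRH-1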
Target sequence (O00482 whole entry, looked up): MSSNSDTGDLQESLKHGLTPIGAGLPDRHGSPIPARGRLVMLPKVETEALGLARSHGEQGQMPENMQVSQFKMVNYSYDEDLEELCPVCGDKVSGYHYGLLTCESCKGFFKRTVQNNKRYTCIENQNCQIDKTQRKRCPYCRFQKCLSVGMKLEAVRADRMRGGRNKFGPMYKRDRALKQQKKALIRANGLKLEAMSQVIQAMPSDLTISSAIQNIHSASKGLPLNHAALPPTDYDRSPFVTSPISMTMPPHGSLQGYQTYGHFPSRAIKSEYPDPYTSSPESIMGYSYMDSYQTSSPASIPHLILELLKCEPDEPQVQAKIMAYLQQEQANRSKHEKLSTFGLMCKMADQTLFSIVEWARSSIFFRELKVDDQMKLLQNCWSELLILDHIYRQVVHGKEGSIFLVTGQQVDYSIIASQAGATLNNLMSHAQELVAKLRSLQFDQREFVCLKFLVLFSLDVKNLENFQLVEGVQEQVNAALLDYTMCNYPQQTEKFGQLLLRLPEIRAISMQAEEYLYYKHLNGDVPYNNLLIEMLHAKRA
TLR9-MyD88 block – TLR9-MyD88 interaction inhibition; Q9NR96+Q99836; CHO BLA complementation TLR9-MyD88, CCF4 FRET ratio; inhibition, % at 4.98 µM; actives 0.21% (n = 340,000); AID 504734;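 active = inhibition above the mean over all tested compounds plus 3 SD, cut at about 21% in these data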;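 also: 0% = DMSO only wells and 100% = clavulanate BLA inhibitor control wells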
SRC1 inh – human NCOA1 inhibition. HEK293 GAL4-SRC1 luciferase reporter, luminescence. actives 0.12% (n = 360,000). inhibition, % at 3.6 µM. AID 588354;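 active = inhibition above the campaign mean plus 3 SD, with each screening campaign given its own cutoff, cut at about 60% in these data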;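 also: 0% = DMSO treated cells and 100% = gossypol at 36 µM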
TWEAK Fn14 block – TWEAK-Fn14 signaling inhibition. TWEAK-stimulated Fn14 reporter cells, luciferase luminescence, 8 h. actives 2% (n = 360,000). inhibition, % at 10 µM; in the data active = inhibition above about 50%
NOD2-RIPK2 inh – blocks binding of human NOD2 to RIPK2; CHO BLA complementation NOD2-RIPK2, CCF4 ratio; O43353; actives 0.38% (n = 360,000); inhibition, % at 4.98 µM; in the data active = inhibition above about 21%;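 also: 0% = vehicle only and 100% = reference blocker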
Target sequence (O43353 whole entry, looked up): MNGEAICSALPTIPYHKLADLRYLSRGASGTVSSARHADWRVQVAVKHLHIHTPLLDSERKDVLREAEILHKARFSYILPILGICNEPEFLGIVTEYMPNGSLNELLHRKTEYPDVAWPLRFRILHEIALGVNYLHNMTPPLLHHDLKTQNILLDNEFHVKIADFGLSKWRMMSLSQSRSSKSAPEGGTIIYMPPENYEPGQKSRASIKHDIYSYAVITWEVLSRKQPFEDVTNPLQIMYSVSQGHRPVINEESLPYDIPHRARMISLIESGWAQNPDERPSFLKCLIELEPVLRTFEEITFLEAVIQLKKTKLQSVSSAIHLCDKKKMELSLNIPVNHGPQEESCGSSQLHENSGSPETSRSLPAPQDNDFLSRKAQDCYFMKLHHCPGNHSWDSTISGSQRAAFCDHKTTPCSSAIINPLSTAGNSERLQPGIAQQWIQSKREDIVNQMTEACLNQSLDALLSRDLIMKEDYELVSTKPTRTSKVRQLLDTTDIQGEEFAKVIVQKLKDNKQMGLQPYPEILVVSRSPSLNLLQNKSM
NCOA2 inhibitor – inhibits human steroid receptor coactivator 2; Q15596; HEK293 GAL4-SRC2 luciferase reporter, luminescence; inhibition, % at 9 µM; actives 0.17% (n = 370,000); AID 651957;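 active = inhibition above the mean inhibition of all tested compounds plus 3 SD, set per campaign, cut at about 52% in these data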;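 also: 0% = DMSO treated cells and 100% = cells given Gossypol at 36 µM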
Exocytosis inh – lytic granule exocytosis inhibition; TALL-104 LAMP-1 surface exposure, flow cytometry; cells stimulated with thapsigargin and PMA; inhibition, % at 10 µM; actives 0.66% (n = 360,000); AID 651702;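 active = inhibition above about 55%, limit read from the data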
* = called active by the depositor; · = not tested or not shown. This is a subset (hit frequency here may not be typical).

SMILES	NCOA3 inh	COUP-TFII inh	ABHD5-PLIN5 inh	TROY NFkB inh	NR5A2 inv ag	TLR9-MyD88 block	SRC1 inh	TWEAK Fn14 block	NOD2-RIPK2 inh	NCOA2 inhibitor	Exocytosis inh
CN1/C(=C\C(=O)C[n+]2ccc(C(=O)c3ccccc3)cc2)C(C)(C)c2ccccc21	14	-14	2	9	24	5	7	16	16	3	0
CC(O)c1cccc(NC2=CC(=O)CC(C)(C)C2)c1 (stereo unspecified)	-3	-24	-1	-5	-12	-6	-5	5	-2	-13	-3
NC(=O)C1=C[C@@H](c2coc3ccccc3c2=O)C[C@@H](OCc2ccc(CO)cc2)O1	-29	14	3	-4	-27	4	-18	10	-6	-8	13
CCN(CC)c1ccc(/C=N/NC(=O)c2cccc(N3CCCC3=O)c2)cc1	-46	-13	-2	4	2	3	-10	-4	3	-1	-3
O=C(/C=C/c1cccc([N+](=O)[O-])c1)c1ccco1	4	2	71*	12	-9	-4	10	31	4	-10	-8
CCC(Oc1ccccc1)C(=O)Nc1ccc(-c2nnc(-c3ccco3)o2)cc1 (stereo unspecified)	-61	-4	-6	13	-117	-3	-72	36	7	-18	2
Cc1cc2c3c(c1C)C(=O)C(=O)N3C(C)(C)CC2C (stereo unspecified)	9	6	5	21	5	-9	10	-27	0	-36	-1
Nc1ccc(C(=O)N2CCCC2)cc1	6	-4	2	18	2	-4	-6	0	-1	-29	2
Cc1cccc(-c2nsc(SCC(=O)Nc3nccs3)n2)c1	-5	11	-1	-33	-30	-5	-3	-15	-12	-10	1
COc1ccc(NC(=S)N2CCC(c3ccccc3)C2)cc1 (stereo unspecified)	-113	-68	3	-60	-127	7	-113	-4	3	-79	14
Cc1sc(NC(=S)NC(=O)c2ccccc2)c(C#N)c1C	-10	-37	-8	-40	-31	-3	-82	-9	-5	3	-1
O=C(CSc1ccc(F)cc1)N1CCC(c2nc3ccccc3s2)CC1	0	10	1	19	3	5	0	31	-4	6	-7
CC(C)CCNC(=O)C(=O)NCCC1=CCCCC1	-11	-14	0	-69	-20	-1	-68	-24	-12	-7	0
COc1ccc2[nH]c3c(c2c1)CCN1C(=O)N([C@@H](C)C(=O)NCCc2ccc(OC)c(OC)c2)C(=O)[C@]31C	9	-21	0	-2	18	6	-12	-3	-15	-26	-4
Cc1cccc(C(=O)NC(=S)N(C)C2CCCCC2)c1	-44	8	2	-19	-34	0	-24	-16	-7	-12	0
CCCCOc1ccc(/C=C/C(=O)Nc2ccc([N+](=O)[O-])cc2C)cc1	15	2	0	4	-2	-5	-22	3	-8	-2	-2
CC(C)OC(=O)CSc1nc(C(C)C)nc2ccccc12	5	-3	-5	-3	0	10	7	-5	-6	5	-9
COc1ccc(S(=O)(=O)N2CCC(C(=O)N3CCN(c4ccccc4OC)CC3)CC2)cc1	5	2	-5	17	0	-5	11	4	0	-33	0
CCc1ccc(/C(C)=N/NC(=O)CNC(=O)/C=C/c2ccccc2OC)cc1	-18	1	1	5	13	4	-2	1	2	-7	11
Cc1ccc2nc(C)c3c(c2c1)OC(C(C)(Cl)Br)C3 (stereo unspecified)	-6	16	-3	15	5	-9	10	12	3	20	8
CCOC(=O)C1CCN(S(=O)(=O)Cc2ccc(Cl)cc2)CC1	-4	6	-2	-28	14	-3	11	6	-2	-13	8
Cc1ccsc1CNCC(O)c1ccccc1 (stereo unspecified)	1	-8	8	3	11	4	-15	-3	4	-2	6
CCC(NC(=O)c1ccc(C#CC2(O)CCCCC2)cc1)C(=O)O (stereo unspecified)	8	-10	2	6	-12	10	13	-9	-2	-29	0
Cn1c(=O)c2c(nc(Br)n2CCSc2nnnn2-c2ccccc2)n(C)c1=O	5	14	-4	9	11	-5	-12	-3	1	-2	3
CCOc1ccccc1C(=O)Nc1ccccc1O	-19	6	4	1	1	5	-15	15	3	9	-2
O=C(NC1CC1)c1ccc(F)cc1Cl	-14	7	0	-16	1	-9	-16	0	-1	4	-5
CCCCCO	5	-18	0	-2	9	-5	-31	-21	-11	-11	-2
CCCCN1CNC(=S)N(Cc2ccccc2)C1	-1	13	8	-6	4	0	4	-6	-5	-6	-1
Cn1cc(SCC(=O)NCc2ccc3c(c2)OCO3)c2ccccc21	-3	-18	0	5	1	7	7	-5	2	1	-1
Cc1onc(-c2ccccc2)c1C(=O)Nc1cccc2nsnc12	-8	12	3	4	0	2	-30	6	-11	-8	-6
CC(C)NC(=O)C1(C)CCCN1Cc1csc2ccccc12 (stereo unspecified)	-2	20	-1	4	-12	·	2	-1	14	-3	0
COCCNS(=O)(=O)c1cc(C(=O)O)ccc1OC	6	0	-1	-19	-7	-6	7	-14	6	2	0
CN1/C(=C\C(=O)c2ccco2)C(C)(C)c2ccccc21	27	30	15	36	15	8	-21	61*	4	17	-1
O=c1c(Cl)c2oc3ccccc3nc-2c2ccccc12	4	·	4	-22	9	9	-7	-37	10	·	102*
CCCCc1ccc(/C=C(\C#N)C(N)=S)s1	14	22	-23	-3	-2	0	-10	-10	2	9	-3
Cc1ccc(C(=O)Nc2c(N)nc(SCC(=O)NCC3CCCO3)[nH]c2=O)cc1 (stereo unspecified)	15	4	-6	-12	-5	-6	-13	-7	3	0	-3
S=c1[nH]nc([C@@H]2C[C@H]2c2ccccc2)n1-c1ccccc1Cl	24	2	-13	-15	-9	3	-8	0	-4	-36	2
O=[N+]([O-])c1ccc(Cl)cc1N1CCCCC1	0	-10	8	2	-3	3	1	3	-4	-3	2
CCc1ccccc1NC(=S)N1CCNC(=O)C1CC(=O)OC (stereo unspecified)	-4	-15	-3	1	3	-3	1	15	-10	-6	1
Nc1ccn([C@@H]2O[C@H](CN=C3NS(=O)(=O)c4ccccc43)[C@@H](O)[C@H]2O)c(=O)n1	8	-4	-1	6	3	0	7	-4	2	-9	1
COc1ccc2nc(CNC(=O)C3CCC(=O)N(CCc4ccccc4)C3)[nH]c2c1 (stereo unspecified)	-8	-8	0	8	21	1	-9	24	-7	6	5
O=C(NCc1ccco1)C(c1cccs1)N(C(=O)C1COc2ccccc2O1)c1cccc(O)c1 (stereo unspecified)	8	1	2	4	2	-3	-5	18	9	-7	-2
CCn1c(SCC(=O)NC(C)(C)C)nnc1-c1ccccn1	2	15	-4	-4	-10	9	-71	15	10	-37	-2
COc1ccc(C=O)c(-c2c(CCO)sc3ccccc23)c1	·	-2	-2	-4	5	·	·	8	-1	18	-4
CCc1nnc(NC(=O)CSc2sc3c(O)cc(=O)[nH]c3c2C#N)s1	4	-28	0	0	10	-9	-17	-9	-4	-13	2
O=c1oc2ccccc2c(NCc2ccc(Cl)cc2)c1[N+](=O)[O-]	9	-14	4	17	9	3	6	16	-10	-7	-4
CC(C)(C)[C@@H]1COC(=O)[C@H](Cc2ccc(F)cc2)CC/C=C\C[C@@H](CC(=O)N(CCO)Cc2ccccc2)C(=O)N1	20	24	-6	-4	16	-2	-3	19	7	-3	-8
CC[n+]1c(C)sc2c3ccsc3ccc21	-2	-7	-10	16	-12	-13	-8	-4	-13	16	8
COc1cccc2[nH]c3ccccc3c(=O)c12	-14	·	-6	-20	-13	-7	-9	41	-3	·	-1
C(=N\N1CCN(C(c2ccccc2)c2ccccc2)CC1)/c1ccc2c(c1)OCO2	12	14	-8	12	-2	1	-40	16	-6	9	-3
O=C(Nc1ccc(N2CCOCC2)cc1)c1ccc(Cl)c(S(=O)(=O)N2CCCCC2)c1	27	5	0	24	-8	-5	7	26	-3	27	-7
COc1ccc(C(CNC(=O)COc2ccccc2C)N2CCOCC2)cc1 (stereo unspecified)	-1	1	6	8	-4	-8	4	-9	1	-8	-2
C=C(C)C1CC=C(CN2CCC(C(=O)OCC)CC2)CC1 (stereo unspecified)	6	1	4	-15	16	-2	14	-4	-45	18	2
CC1CC(NS(=O)(=O)c2cccs2)CC(C)(C)C1 (stereo unspecified)	-4	20	-6	-6	4	-4	-4	9	-10	12	-7
COCCN(CCOC)C(=O)c1cc2sc3ccccc3c2s1	7	-7	5	-62	-29	-5	-26	-29	10	-10	-2
Cc1nn(-c2ccccc2)c(Cl)c1/C=N/Nc1nnc(C)c(=O)[nH]1	-54	-29	3	-44	-29	8	-47	1	-2	-7	-1
O=C(CN1C(=O)C2C3C=CC(C3)C2C1=O)NCc1ccc2c(c1)OCO2 (stereo unspecified)	10	6	0	-2	-7	0	4	-13	-6	12	3
COc1ccc(NC(=O)Nc2ccccc2OC)cc1	-70	-34	6	-47	-91	-2	-52	-20	-8	-29	-3
Cc1ccc(C)c(NC(=O)C2CCCN(S(=O)(=O)c3ccc4[nH]c(=O)ccc4c3)C2)c1 (stereo unspecified)	4	6	-8	4	14	3	10	-10	-2	-16	3
N#Cc1c(NC(=O)CSC2=NCCS2)sc2c1CCCC2	2	2	-16	-41	-8	1	-1	-3	3	7	1

Looked up one by one from above:
SMILES	NCOA3 inh	COUP-TFII inh	ABHD5-PLIN5 inh	TROY NFkB inh	NR5A2 inv ag	TLR9-MyD88 block	SRC1 inh	TWEAK Fn14 block	NOD2-RIPK2 inh	NCOA2 inhibitor	Exocytosis inh
O=c1oc2ccccc2c(NCc2ccc(Cl)cc2)c1[N+](=O)[O-]	9	-14	4	17	9	3	6	16	-10	-7	-4
C=C(C)C1CC=C(CN2CCC(C(=O)OCC)CC2)CC1 (stereo unspecified)	6	1	4	-15	16	-2	14	-4	-45	18	2
COc1ccc2nc(CNC(=O)C3CCC(=O)N(CCc4ccccc4)C3)[nH]c2c1 (stereo unspecified)	-8	-8	0	8	21	1	-9	24	-7	6	5
Cc1ccc(C)c(NC(=O)C2CCCN(S(=O)(=O)c3ccc4[nH]c(=O)ccc4c3)C2)c1 (stereo unspecified)	4	6	-8	4	14	3	10	-10	-2	-16	3

Remaining list, next part
SMILES	NCOA3 inh	COUP-TFII inh	ABHD5-PLIN5 inh	TROY NFkB inh	NR5A2 inv ag	TLR9-MyD88 block	SRC1 inh	TWEAK Fn14 block	NOD2-RIPK2 inh	NCOA2 inhibitor	Exocytosis inh
O=C(NC(Cc1ccccc1)C(=O)O)/C(=C/c1ccc(F)cc1)NC(=O)c1ccccc1 (stereo unspecified)	-4	1	-4	-8	-23	1	2	-8	-3	-9	-12
COc1ccccc1C(=O)NC(=O)COC(=O)CCOc1ccccc1C	4	-18	3	-5	15	0	-3	-1	1	-14	-1
Cc1ccc(N(CC(=O)NC2CCCC2)C(=O)CCC(=O)Nc2ccccn2)cc1	10	26	-7	18	-5	0	15	-3	4	-11	-4
Cc1cc(CNC(=O)COc2ccc(C#N)cc2)c2ccccc2n1	19	0	1	19	3	2	4	-1	-4	-20	11
CCCCN(CCCC)CC(O)CN1C(=O)NC(C)(C)C1=O (stereo unspecified)	2	-7	1	18	13	-6	-8	7	-3	1	-2
O=C(OCc1nc2ccccc2c(=O)[nH]1)c1cccs1	-1	14	-1	-31	12	9	-6	-6	0	-63	-1
CCC(Sc1nc2sc(C(=O)OC)c(C)c2c(=O)n1N)C(=O)NCC1CCCO1 (stereo unspecified)	6	9	-3	15	0	-2	5	-3	-4	-30	0

Structures listed so far shown as hits in Exocytosis inh.
compound,NCOA3 inh,COUP-TFII inh,ABHD5-PLIN5 inh,NR5A2 inv ag,TLR9-MyD88 block,SRC1 inh,TWEAK Fn14 block,NOD2-RIPK2 inh,NCOA2 inhibitor,Exocytosis inh
O=c1c(Cl)c2oc3ccccc3nc-2c2ccccc12,4,·,4,9,9,-7,-37,10,·,102*

Assay outcomes from PubChem BioAssay.
